PPC-1+TRAIL kill: compounds killing PPC-1 cancer cells with TRAIL present (potentiator screen, no TRAIL-free arm). AID 1443. cell killing (% activity), % at 4 µM. PPC-1 cells + TRAIL, ATPLite viability luminescence. hit rate 0.41% among 220,000;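 active = cell killing above 50% in the first pass at 4 µM, then a duplicate retest at 5 µM averaging 50% or more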;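 note: plate controls were cells with TRAIL plus DMSO for no effect and medium-only wells lacking cells for full effect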
Furin inh: human furin inhibition; P09958; purified furin, fluorogenic substrate cleavage; hit rate 0.061% among 220,000; inhibition, % at 30 µM; AID 463115; in the data active = inhibition above about 25%; note: inactives centre near -15
Target sequence (P09958 108-714 limits assumed): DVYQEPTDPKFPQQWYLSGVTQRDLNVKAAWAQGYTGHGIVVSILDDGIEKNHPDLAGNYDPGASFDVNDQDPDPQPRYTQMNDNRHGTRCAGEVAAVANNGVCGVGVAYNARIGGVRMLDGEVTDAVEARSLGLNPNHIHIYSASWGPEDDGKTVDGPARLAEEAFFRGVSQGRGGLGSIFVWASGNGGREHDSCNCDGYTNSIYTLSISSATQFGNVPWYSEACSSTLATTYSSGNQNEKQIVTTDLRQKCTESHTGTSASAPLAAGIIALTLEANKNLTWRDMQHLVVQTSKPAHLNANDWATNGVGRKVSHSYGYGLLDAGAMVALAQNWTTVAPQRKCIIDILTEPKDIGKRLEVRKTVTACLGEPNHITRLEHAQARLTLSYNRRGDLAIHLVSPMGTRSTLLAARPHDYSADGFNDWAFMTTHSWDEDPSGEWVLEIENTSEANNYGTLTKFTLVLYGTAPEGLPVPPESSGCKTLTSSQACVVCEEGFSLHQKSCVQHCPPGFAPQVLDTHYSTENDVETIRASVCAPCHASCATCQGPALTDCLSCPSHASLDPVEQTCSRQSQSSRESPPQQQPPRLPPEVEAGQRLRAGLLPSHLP
EBV gp42 inh: blocks Epstein-Barr virus glycoprotein 42 binding. Q1HVG2. Fluorescence polarization binding assay, mP read-out. inhibition, % (tested at 21.74 µM). hit rate 0.42% among 220,000. AID 1085; in the data active = inhibition above about 50%
Target sequence (Q1HVG2 whole entry, looked up): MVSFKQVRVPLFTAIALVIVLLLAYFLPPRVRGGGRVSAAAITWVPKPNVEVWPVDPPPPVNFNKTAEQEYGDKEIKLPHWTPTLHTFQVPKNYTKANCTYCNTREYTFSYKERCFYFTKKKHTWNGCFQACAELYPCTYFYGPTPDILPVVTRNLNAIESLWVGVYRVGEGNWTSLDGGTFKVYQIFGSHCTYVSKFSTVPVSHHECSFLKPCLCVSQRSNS
Tb hexokinase: T. brucei hexokinase 1 inhibition | inhibition, % at 10 µM | recombinant TbHK1, G6PDH-coupled NADH A340 | hit rate 0.11% among 220,000;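 active = inhibition of 50% or more in the single-dose primary screen; inactive = inhibition below 50%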
Thrombin inh: blocks human thrombin protease activity. P00734. alpha-thrombin, Boc-VPR-AMC fluorogenic substrate cleavage. inhibition, % at 5 µM. hit rate 0.26% among 220,000. AID 1046;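 active = inhibition at or above 40%; inactive = inhibition below 40%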;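 note: 0% = enzyme with no compound and 100% = wells without enzyme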
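System – human alpha-thrombin · Medium – pH 7.5 Tris (50 mM) with NaCl 150 mM, Tween 20 0.05% · Compound – single-point dosing at 5 µM, 0.2% DMSO · Incubation – enzyme reaction carried out at room temperature · Technique – fluorescence of released AMC, ex 355 nm, em 460 nm · Read-out basis – % inhibition of thrombin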
KCC2 mod: modulates chloride dependent transport by human KCC2; KCC2 cells, thallium flux FluoZin-2 fluorescence; Q9H2X9; B-score of Tl+ flux slope (higher = more flux/activation; lower = inhibition) at 10 µM; hit rate 2.2% among 190,000;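 active = thallium flux slope and its plate-corrected score both differing from the plate sample mean at a set confidence after two filtering rounds, in either direction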;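 note: slope of fluorescence scaled to starting intensity during 10 to 20 s after thallium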
TRPML3 ag: activates the human TRPML3 channel | activation, % at 3 µM | HEK293 TRPML3-YFP, Fluo-8 calcium fluorescence; 100% = the carbachol control signal | hit rate 0.29% among 220,000 | AID 1448;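 active = activation above its plate's cutoff, the mean activation of the plate's test wells plus 3 SD, cut at about 12% in these data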;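 note: 0% = DMSO only wells and 100% = carbachol wells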
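Material: HEK293 cells stably carrying human TRPML3-YFP; compound dosing: single dose, 3 µM final nominal compound, 0.3% DMSO final; incubation: 1-h 37 °C dye load, 5-s basal, 120-s post-compound reads; technique: Fluo-8 intracellular calcium fluorescence, excitation 470-495 nm, emission 515-575 nm; read-out basis: percent activation from peak-to-basal fluorescence ratio, scaled between DMSO and carbachol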
zfTRPN1 agonist: agonists of zebrafish TRPN1 channel; HEK293 zebrafish TRPN1-YFP, Fluo-8 calcium fluorescence; 100% = response to 87 µM carbachol; activation, % at 3 µM; hit rate 0.18% among 220,000; AID 1424;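 active = activation above its plate's cutoff, the mean activation of test wells on that plate plus 3 SD, cut at about 19% in these data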;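 note: 0% = DMSO alone and 100% = 87 µM carbachol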
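Assay system: Zebrafish TRPN1-YFP in HEK293 cells | Incubation: Dye loading 1 h at 37 °C, then 30 min room temperature | Measured by: Kinetic Fluo-8 fluorescence, ex 470-495, em 515-575 nm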
Calpain2 inh: calpain II (pig) inhibition | AID 1236 | hit rate 0.37% among 220,000 | inhibition, % at 16 µM | purified calpain II, fluorogenic peptide substrate, 30 min;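 active = inhibition above about 50%, limit read from the data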
Numbers without * were called inactive; i = inactive; · = not tested or not shown; [ ] = remark or other dose.

SMILES,Thrombin inh,zfTRPN1 agonist,Furin inh,TRPML3 ag,Tb hexokinase,PPC-1+TRAIL kill,Calpain2 inh,KCC2 mod,EBV gp42 inh
COc1ccc(-c2nc3ccccc3c(=O)n2NC(=O)c2cccnc2Cl)cc1OC,-3,0.4,-19,0.0,-2,-1,5,-0.047,-13
O=C(CSc1nc2ccccc2c(=O)n1-c1ccc(F)cc1)Nc1ccc(Cl)c(S(=O)(=O)N2CCOCC2)c1,0,3.6,-28,2.0,-6,-10,-87,0.049,-34
CC(=O)N1CCc2c(sc(NC(=O)CN3C(=O)c4ccccc4C3=O)c2C(N)=O)C1,1,0.3,-15,0.2,-14,0,26,-1.1,-11
Cn1c(O)c(N=Nc2nc(-c3ccccc3)cs2)c2ccccc21,-9,1.8,-4,0.5,23,16,-25,52*,39
COc1ccc(S(=O)(=O)Cc2ccc(C(=O)N3CCN(c4ccccn4)CC3)o2)cc1,3,0.7,-13,0.4,0,14,-13,·,-13
Cc1nn(C)c(C(=O)Nc2ccn(Cc3ccccc3F)n2)c1[N+](=O)[O-],1,1.0,-3[20 µM],-0.5,3,8,-28,-3.5,-13
O=C(NCc1cccnc1)c1ccc2c(c1)N(Cc1ccccc1)CCS2,0,-1.0,-8,0.4,-15,-12,-339,-2.5,-2
O=C(NN=C1CCN(Cc2ccccc2)CC1)c1ccccc1O,-2,-0.1,-35,0.2,1,0,-17,0.012,-4
CCCCN(C(=O)c1ccc(S(=O)(=O)N(C)C)cc1)c1ccccc1,-4,0.6,-23,2.8,-1,-5,13,0.4,-8
Cc1c(Cl)cccc1NC(=O)CCCN1C(=O)CCC1=O,0,0.1,-6[20 µM],0.9,11,6,-24,0.0039,-18
O=C(NC(c1ccccc1)c1ccccc1)c1ccc(Br)o1,-2,-2.3,-8[20 µM],0.3,-2,-2,-4,-2.4,-22
COC(=O)CCSc1nccn1Cc1ccccc1,1,-0.5,-24[20 µM],0.1,2,11,4,0.88,-30
COc1ccc(C(=O)CSc2nc3ccccc3n2CC(=O)NC(C)(C)C)cc1,-1,-1.2,-11[20 µM],-0.8,1,19,11,0.0054,-19
Cc1ccc(CNc2ccc(S(=O)(=O)N3CCOCC3)cc2[N+](=O)[O-])cc1,-7,1.3,-16,0.5,2,14,22,-0.54,-9
CCOc1cc(CNCCCN2CCOCC2)ccc1OCC(=O)Nc1cccc2ccccc12,0,2.2,-30,0.9,10,15,0,·,1
COC(=O)Cn1cnc2c(C#N)c3n(c2c1=O)CCCC3,-2,0.1,-9[20 µM],1.7,-3,12,26,0.9,6
Cc1ccc2nc(SCC(=O)Nc3c(C)n(C)n(-c4ccccc4)c3=O)[nH]c2c1,15,-0.1,-6,-0.7,1,3,21,·,-16
Clc1ccc2c(NNc3ccccc3Cl)ccnc2c1,-8,-0.8,-25[20 µM],0.5,-12,-16,-2,0.042,-8
CCOc1cc(/C=N\NC(=O)c2ccc(C)nc2)cc([N+](=O)[O-])c1O,5,1.9,-18[20 µM],0.8,-46,3,-10,·,-7
CCOC(=O)COc1cccc2c(=O)n(CC(=O)NCCc3ccc(OC)c(OC)c3)ccc12,-1,-0.5,-2,0.8,-5,-12,-9,0.035,-5

Four entries from above in a different format.
COC(=O)CCSc1nccn1Cc1ccccc1
  Thrombin inh: 1	zfTRPN1 agonist: -0.5	Furin inh: -24[20 µM]	TRPML3 ag: 0.1	Tb hexokinase: 2	PPC-1+TRAIL kill: 11	Calpain2 inh: 4	KCC2 mod: 0.88	EBV gp42 inh: -30

Cn1c(O)c(N=Nc2nc(-c3ccccc3)cs2)c2ccccc21
  Thrombin inh: -9	zfTRPN1 agonist: 1.8	Furin inh: -4	TRPML3 ag: 0.5	Tb hexokinase: 23	PPC-1+TRAIL kill: 16	Calpain2 inh: -25	KCC2 mod: 52*	EBV gp42 inh: 39

COc1ccc(C(=O)CSc2nc3ccccc3n2CC(=O)NC(C)(C)C)cc1
  Thrombin inh: -1	zfTRPN1 agonist: -1.2	Furin inh: -11[20 µM]	TRPML3 ag: -0.8	Tb hexokinase: 1	PPC-1+TRAIL kill: 19	Calpain2 inh: 11	KCC2 mod: 0.0054	EBV gp42 inh: -19

Cc1c(Cl)cccc1NC(=O)CCCN1C(=O)CCC1=O
  Thrombin inh: 0	zfTRPN1 agonist: 0.1	Furin inh: -6[20 µM]	TRPML3 ag: 0.9	Tb hexokinase: 11	PPC-1+TRAIL kill: 6	Calpain2 inh: -24	KCC2 mod: 0.0039	EBV gp42 inh: -18

More records:
SMILES,Thrombin inh,zfTRPN1 agonist,Furin inh,TRPML3 ag,Tb hexokinase,PPC-1+TRAIL kill,Calpain2 inh,KCC2 mod,EBV gp42 inh
COc1ccc(N=CC2=C(O)CC(C)(C)CC2=O)cc1OC,0,0.4,0,0.5,-36,-9,-2,0.57,-11
CCOc1cc2oc(=O)c3c(c2cc1Cl)CCC3,0,0.9,-24[20 µM],0.0,-4,22,3,0.31,-7
COc1ccc(-c2noc(-c3ccccc3Cl)n2)cc1OC,4,-1.8,-19[20 µM],0.3,1,23,-15,0.16,-7
O=C(c1nn2c(C(F)(F)F)cc(-c3cccs3)nc2c1Cl)N1CCCc2ccccc21,6,0.4,-28,0.1,-13,27,-52,-0.77,-9
Brc1cccc(-c2nnc(SCc3nc4ccccc4[nH]3)o2)c1,3,-1.8,-23,-0.6,-4,6,21,20*,-20
O=C(NCc1ccco1)C1CCCN(S(=O)(=O)c2cccc3cccnc23)C1 (stereo not drawn),-3,0.2,-36,-0.2,4,18,-15,·,-2
CC(C)CNC(=O)c1cc([N+](=O)[O-])ccc1N1CCCCC1,-1,-0.4,-3,0.0,24,27,5,0.74,-4
COc1ccccc1C(=O)Nc1nc(N)n(-c2ccccc2)n1,0,-0.2,-20[20 µM],0.4,1,23,2,0.54,-11
Oc1ccc2ccccc2c1N=Nc1nccs1,-1,-4.5,-15,-1.2,10,43,-2,111*,22
O=C(Cn1nc(Cc2cccnc2)c2ccccc2c1=O)N1CCN(c2ccccn2)CC1,-3,0.8,-36,-0.3,4,0,-23,·,0
O=c1[nH]c2cc(Cl)ccc2n1-c1ccccc1,-1,-0.8,-25,-0.5,5,1,-24,-1.4,-3
CCOc1cc(NC(=S)NCCOC)c(OCC)cc1NC(=O)c1ccco1,-1,-0.5,-4,0.0,-8,-2,24,·,-1
CCOC(=O)c1ccc(NC(=O)Nc2ccc(Cl)cn2)cc1,-7,1.1,-31,0.4,-13,6,-26,0.68,-16
Cc1[nH]c2ccc(F)cc2c1CCN(Cc1ccncc1)C(=S)Nc1ccc(F)cc1,-7,9.9,-27,1.0,-4,16,25,-0.58,3
c1cnc2ncc3sccc3c2c1,-8,1.0,-1,-0.2,-14,27,-13,0.6,-13
CCOC(=O)NC(NC(=O)OCC)C(=O)c1ccccc1,-2,1.0,-5,-0.1,65*,-17,-28,0.041,-22
COCCN(Cc1cc2cccc(C)c2n2nnnc12)C(=O)C(F)(F)F,-7,0.3,-10,0.0,0,14,-22,-0.29,-2
Cc1ccc(SCn2nnc3ccccc3c2=O)c(C)c1,-10,-2.1,-10,1.1,-9,32,18,0.25,8
O=C(O)c1ccc(N/N=C/c2ccc(OC(=O)c3ccccc3Cl)cc2)cc1,-1,-1.3,-13,-0.6,-40,20,-3,-1,1
CCOC(=O)/C(=N/Nc1ccccc1)Sc1nnnn1-c1ccc(C)cc1,-8,1.0,-15,0.6,-11,19,30,0.025,0

Grouped by structure, the entries above with bromine
SMILES,Thrombin inh,zfTRPN1 agonist,Furin inh,TRPML3 ag,Tb hexokinase,PPC-1+TRAIL kill,Calpain2 inh,KCC2 mod,EBV gp42 inh
O=C(NC(c1ccccc1)c1ccccc1)c1ccc(Br)o1,-2,-2.3,-8[20 µM],0.3,-2,-2,-4,-2.4,-22
Brc1cccc(-c2nnc(SCc3nc4ccccc4[nH]3)o2)c1,3,-1.8,-23,-0.6,-4,6,21,20*,-20

Following part
SMILES,Thrombin inh,zfTRPN1 agonist,Furin inh,TRPML3 ag,Tb hexokinase,PPC-1+TRAIL kill,Calpain2 inh,KCC2 mod,EBV gp42 inh
CC(C)(O)C(=O)NNC(=S)Nc1ccc(F)c(Cl)c1,5,-0.1,-15,1.1,0,-4,22,i,-9
CCOCCCn1c(=N)c(C(N)=S)cc2c(=O)n3cccc(C)c3nc21,0,-0.4,-15[20 µM],-0.1,-18,8,-94,·,-19
COc1ccc(NC(=O)C(C)Oc2ccc(/C(C)=N\O)cc2)cc1 (stereo not drawn),1,9.6,-8[20 µM],4.0,-3,24,12,0.14,2
O=C(NCc1ccco1)c1ccc(OCC2CCCO2)cc1 (stereo not drawn),1,0.6,-10,0.7,26,17,-17,0.82,-17
O=C(Nc1cccc(NC(=S)NC(=O)c2cccs2)c1)c1ccccc1,-2,1.1,-32,1.0,-16,0,0,-0.1,-4
Cc1nc2ncnn2c(C)c1CCC(=O)N1CC(C)CC(C)C1 (stereo not drawn),9,-0.4,-24[20 µM],1.4,0,-16,6,0.97,-1
Cc1nc(SCC(=O)N2CCc3ccccc32)n[nH]1,-13,0.2,-12[20 µM],0.3,-5,5,-34,-1.1,6
O=S(=O)(NCc1ccccc1)c1cccc2nsnc12,-3,-0.8,-7,-0.6,-7,5,12,-1.1,-8
Cc1ccc(C(=O)NCc2ccco2)cc1Br,-3,-0.8,-10[20 µM],-0.5,5,-19,-28,-0.65,-7
O=C(C1CCCCC1)N1CCc2[nH]c3ccc(F)cc3c2C1,-3,1.6,-12,0.7,-10,-7,-19,-0.54,-3
CCC(C)(C)n1nnnc1C(C(C)C)N1CCC(C(N)=O)CC1 (stereo not drawn),-2,-0.3,-16,-0.2,5,15,-10,0.75,-21

Exported as labelled records: part of the list above
CCCCN(C(=O)c1ccc(S(=O)(=O)N(C)C)cc1)c1ccccc1
  Thrombin inh: -4 | zfTRPN1 agonist: 0.6 | Furin inh: -23 | TRPML3 ag: 2.8 | Tb hexokinase: -1 | PPC-1+TRAIL kill: -5 | Calpain2 inh: 13 | KCC2 mod: 0.4 | EBV gp42 inh: -8

CCOCCCn1c(=N)c(C(N)=S)cc2c(=O)n3cccc(C)c3nc21
  Thrombin inh: 0 | zfTRPN1 agonist: -0.4 | Furin inh: -15[20 µM] | TRPML3 ag: -0.1 | Tb hexokinase: -18 | PPC-1+TRAIL kill: 8 | Calpain2 inh: -94 | KCC2 mod: · | EBV gp42 inh: -19

Bioassay records as filed in PubChem.
